# CHT block = human CHT choline transport inhibition | hit rate 0.86% among 310,000 | Q9GZV3 | CHT-expressing cells, membrane potential dye, choline response; stronger effect = lower value | B-score at 10 µM;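 active means B-score over 3 SD under the library average, and starting fluorescence ratio not unusually high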;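 further: choline stimulus applied at its EC90 after an EC20 pre-addition; B-score computed on integrated fluorescence ratio after choline addition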
# Target sequence (Q9GZV3 whole entry, looked up): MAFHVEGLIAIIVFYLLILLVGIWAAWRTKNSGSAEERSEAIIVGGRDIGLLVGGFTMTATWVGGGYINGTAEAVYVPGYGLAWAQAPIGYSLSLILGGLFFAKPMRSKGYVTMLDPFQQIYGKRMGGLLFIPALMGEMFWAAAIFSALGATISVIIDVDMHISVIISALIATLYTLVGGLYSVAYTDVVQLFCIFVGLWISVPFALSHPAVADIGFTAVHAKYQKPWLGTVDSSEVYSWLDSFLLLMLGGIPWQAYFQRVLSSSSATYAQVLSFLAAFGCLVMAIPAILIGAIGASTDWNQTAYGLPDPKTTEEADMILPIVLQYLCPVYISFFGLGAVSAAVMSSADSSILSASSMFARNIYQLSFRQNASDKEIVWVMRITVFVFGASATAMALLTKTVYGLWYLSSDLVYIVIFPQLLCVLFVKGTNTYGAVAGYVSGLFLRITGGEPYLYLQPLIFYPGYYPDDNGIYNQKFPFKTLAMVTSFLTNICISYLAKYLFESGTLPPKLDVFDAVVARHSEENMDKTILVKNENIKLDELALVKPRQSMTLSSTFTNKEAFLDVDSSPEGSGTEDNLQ
# CHT PAM = human CHT allosteric activation. CHT-expressing cells, membrane potential dye, choline EC20; stronger effect = higher value; LV-AA mutant CHT in HEK293 cells. B-score at 10 µM. hit rate 0.49% among 310,000. AID 488977;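 active means initial fluorescence not abnormally high and integrated response B-score, plate-corrected, over 3 SD above library mean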
# An asterisk follows results filed as active; i = inactive; ! = not active in a repeat. Outcome played no part in choosing rows. About 1.4% of those tested had a hit in this group.
SMILES,CHT block,CHT PAM
CC(C)(C)OC(=O)NCCCCCc1nnc(SCC(=O)Nc2cccc(Cl)c2)o1,-5.6*,i
O=C(COC(=O)/C=C/c1cccc(Br)c1)NCc1ccco1,i,i
NS(=O)(=O)c1ccc(CNC(=O)/C=C/c2ccc(S(=O)(=O)N3CCOCC3)cc2)cc1,i,i
COc1ccc(-n2c(SCC(=O)C(C)(C)C)nc3ccsc3c2=O)cc1,i,i
COc1ccc(/C=C/C(=O)Nc2ccc(S(=O)(=O)Nc3cc(C)nc(C)n3)cc2)cc1OC,i,i
Cc1ccc(S(=O)(=O)N2[C@@H](c3ccc(Cl)cc3)C(C(=O)O)=CC[C@H]2c2ccc(Cl)c(Cl)c2)cc1,-6.2*,i
CCOC(=O)N/N=C1\CCS(=O)(=O)c2ccc(Cl)cc21,i,i
Cc1ccccc1-n1c(=O)cc(N2CCc3ccccc3C2)[nH]c1=O,i,i
O=C1c2ccccc2C(=O)N1CN(C(=O)COc1ccccc1)c1ccc(F)cc1,i,i
Cc1cc(/C=N/Nc2nc(N)ncc2[N+](=O)[O-])c(C)n1-c1cccc(C(F)(F)F)c1,i,i
CC1CC(C)CN(CCOCCSc2ccccc2)C1 (configuration not stated),i,i
O=C(Nc1cc(Cl)cc(Cl)c1)N1CCN(C(=O)C2CCCO2)CC1 (configuration not stated),i,i
CCSc1nnc(NC(=O)CSc2nc(C)cc(C)n2)s1,i,i
CCCCNc1ccc(C(CC(N)=O)NC(=O)Cc2ccc(Br)cc2)cc1[N+](=O)[O-] (configuration not stated),i,i
O=[N+]([O-])c1cccc(S(=O)(=O)Nc2ccc(S(=O)(=O)N3CCCC3)cc2)c1,i,i
COCCn1c(-c2ccc(C#N)cc2)nc2c1c(=O)[nH]c(=O)n2Cc1ccccc1,i,i
CC(C)CC(C)NC(=O)c1ccc(C(F)(F)F)cc1 (configuration not stated),i,i
CCN1CCN(c2ccc(S(=O)(=O)N3CCCCC3)cc2NC(=O)c2cccc(C)c2)CC1,i,i
Cc1cc(OCC(=O)N(C)C2CCCCC2)cc(C)c1Cl,i,i
Cc1ccc(-n2c(Cc3cccn3C)nnc2SCC(=O)N2CCc3ccccc32)cc1,i,i
O=c1/c(=C/c2ccc([N+](=O)[O-])cc2)sc2n1CCCN=2,i,i
C[C@H]1COC2=C1C(=O)C(=O)c1c2ccc2c1CCCC2(C)C,i,i
CCOC(=O)/C(C#N)=N/Nc1ccccc1C#N,i,i
Cn1c(SCC(=O)c2ccc3c(c2)Cc2ccccc2-3)nnc1-c1ccccc1,i,i
Cc1ccc(-c2csc(N(C)C(=O)c3c(C)nn(-c4ccccc4)c3Cl)n2)cc1,i,i
COCCN1C2=C(COC(C)(C)C2)C(=S)NC1c1ccccc1 (configuration not stated),i,i
O=C(Nc1ccc(NC(=O)c2ccco2)cc1)c1ccc2c(c1)OCCO2,i,i
CN1CCN(C(=O)CN(CCc2ccccc2)S(C)(=O)=O)CC1,i,i
CC(=O)NN(O)C1N(C)C(=O)N(Cc2ccccc2)C1(C)C (configuration not stated),i,i
CSc1n[nH]c(NCc2ccccc2)n1,i,i
O=C(c1ccc2c(=O)n3c(nc2c1)CCCCC3)N1CCN(c2ccc(Cl)cc2)CC1,i,i
CC(Oc1ccc(Cl)cc1)C(=O)NCCCn1ccnc1 (configuration not stated),i,i
COC(=O)c1c(NC(=O)CSc2n[nH]c(N)n2)sc(C)c1C,i,i
CCc1ccc(N(C(C)=O)c2nc(CCl)cs2)cc1,i,i
CCCCCn1c(=S)[nH]c2ncccc2c1=O,i,i
Cn1cccc1Cc1nnc(SCC(=O)Nc2cccc(Cl)c2)n1-c1ccc(F)cc1,i,i

# Gathered by group: the entries above containing a thiophene ring, fused or not.
SMILES,CHT block,CHT PAM
COc1ccc(-n2c(SCC(=O)C(C)(C)C)nc3ccsc3c2=O)cc1,i,i
COC(=O)c1c(NC(=O)CSc2n[nH]c(N)n2)sc(C)c1C,i,i

# Next compounds:
SMILES,CHT block,CHT PAM
Cc1ccc(Sc2ccncc2S(N)(=O)=O)cc1,i,i
Cc1ccc(C)c(OCC(O)CN2CCC(CN3C(=O)c4cccc5cccc(c45)C3=O)CC2)c1 (configuration not stated),i,i
CCCn1c(N)c(C(=O)COC(=O)CCS(=O)(=O)c2ccc(C)cc2)c(=O)[nH]c1=O,i,i
COc1ccc(-c2cc(C(=O)Nc3cc(C)on3)no2)cc1,i,i
O=C(Nc1ccc2[nH]ncc2c1)c1cccc(F)c1,i,i
COc1cc(/C=N/NS(=O)(=O)c2ccccc2)c(OC)c(OC)c1,i,i
COC(=O)c1cc(NC(=O)C23CCC(C)(C(=O)O2)C3(C)C)cc(C(=O)OC)c1 (configuration not stated),i,i
Cc1c(C(=O)N2CCOCC2)oc2c1C(=O)CC(C)(C)C2,i,i
CCOc1ccc(NC(=S)N2CCC(NC(=O)c3ccccc3)CC2)cc1,i,i
COc1cc2nc(N3CCN(C(=O)C4CCCO4)CC3)nc(N)c2cc1OC (configuration not stated),i,8.3*!
Cc1ccc(C2C=NN(c3ccccc3)C2=O)cc1 (configuration not stated),i,i
CCn1c2ccccc2c2cc(NC(=O)CSc3nnc(-c4cccc(Cl)c4)o3)ccc21,i,i
Cc1cc2c(=O)n(Cc3ccco3)c(SCC(=O)c3ccc(Cl)s3)nc2s1,i,i
COc1ccc(S(=O)(=O)N2CCOCC2)cc1C(=O)Nc1ccc2c(c1)OCO2,i,i
CC(NC(=O)CNC(=O)C1O[C@@H]2OC(C)(C)O[C@@H]2[C@H]2OC(C)(C)O[C@@H]12)C(=O)O (some centres not stated),i,i
CCC(c1nnnn1Cc1ccco1)N(Cc1cc2cc(OC)ccc2[nH]c1=O)C1CCCCC1 (configuration not stated),i,i
O=C(CNCc1cccs1)NC12CC3CC(CC(C3)C1)C2,i,i
Cc1ccc(C)c(CN2CCCN(Cc3cc(C)ccc3C)S2(=O)=O)c1,i,i
CC1CCCC(NC(=O)COC(=O)c2sc3ccccc3c2Cl)C1C (configuration not stated),i,i
CS(=O)(=O)Nc1cccc(C2=NN(S(=O)(=O)c3ccccc3)C(c3ccco3)C2)c1 (configuration not stated),i,i
CCOc1ccc(Nc2ncnc3c2cnn3Cc2ccccc2)cc1,i,i
CC(=O)c1cccc(NC(=O)COC(=O)[C@@H](NC(=O)OCc2ccccc2)C(C)C)c1,i,i
CC/C(=N\O)c1ccc(OC)c(OC)c1,i,i
COc1ccc(CCNC(=O)CSCc2ccc([N+](=O)[O-])cc2)cc1,i,i
COc1ccc(S(=O)(=O)N2CCOC2CNC(=O)C(=O)NCCc2ccccc2)cc1 (configuration not stated),i,i
CC(=O)Nc1ccc(NC(=O)[C@@H]2CCCC[C@@H]2C(=O)O)cc1,i,i
COc1ccc(S(=O)(=O)NCc2ccncc2)cc1NC(=O)c1ccc(Cl)cc1,i,i
CCOc1ccc(OCCN2C(=O)NC(Cc3c[nH]c4ccccc34)C2=O)cc1 (configuration not stated),i,i
CCOC(=O)Cc1nnc(NC(=O)Nc2ccccc2)s1,i,i
O=C(NNC(=O)c1ccc2nonc2c1)Nc1ccc(Cl)cc1,i,i
CCC(=O)Nc1nc(-c2ccccc2)nc(SC)c1C(C)=O,i,i
CC1(C)Oc2ccc(/C=C/C(=O)N3CCOCC3)c(O)c2C(N2CCOCC2)C1O (configuration not stated),i,i
O=C(Nc1cccnc1)c1cnc2ccccc2n1,i,i
CC1Cc2cc(/C=C3/SC(N4CCC(C(N)=O)CC4)=NC3=O)ccc2O1 (configuration not stated),i,i
COc1cccc2cc(C(C)N(CCCN3CCOCC3)C(=S)Nc3cccc(C)c3C)oc12 (configuration not stated),i,i
CCC(C)Nc1nc(N)c([N+](=O)[O-])c(NC2CCCCC2)n1 (configuration not stated),i,i
Cc1ccc(C(=O)c2c3ccc(C(F)(F)F)cc3[n+]([O-])n2CCCN)cc1,-5.9*,i
CCOCc1nnc(NS(C)(=O)=O)s1,i,i
CSc1ccc(CN(C)CC(=O)NC(C)c2ccccc2)cc1 (configuration not stated),i,i
O=C(O)c1ccc2c(=O)n(-c3ccc(F)c(Cl)c3)c(=S)[nH]c2c1,i,i
Cc1nn(-c2nc3ccccc3s2)c(C)c1Oc1ccccc1O,i,i
Clc1ccc(-c2nnc3cccc(Cl)n23)c(Cl)c1,i,i
O=C(Cc1cn2ccsc2n1)Nc1nc2c(s1)CN(Cc1ccccc1)CC2,i,i
O=C(NNC(=O)c1ccc([N+](=O)[O-])cc1C(=O)O)c1ccncc1,i,i
c1ccc(OCC2CCNCC2)nc1,i,i
CC(=O)Nc1ccc(-c2ccc3nnc(C)n3n2)cc1,i,i
c1ccc(-c2nc3c4ccccc4ccn3c2CN2CCCCC2)cc1,i,i
O=C(NNc1cccc(Cl)n1)C(F)(F)F,i,i

# Structural class, the compounds so far containing a nitro group on carbon.
SMILES,CHT block,CHT PAM
Cc1cc(/C=N/Nc2nc(N)ncc2[N+](=O)[O-])c(C)n1-c1cccc(C(F)(F)F)c1,i,i
CCCCNc1ccc(C(CC(N)=O)NC(=O)Cc2ccc(Br)cc2)cc1[N+](=O)[O-] (configuration not stated),i,i
O=[N+]([O-])c1cccc(S(=O)(=O)Nc2ccc(S(=O)(=O)N3CCCC3)cc2)c1,i,i
O=c1/c(=C/c2ccc([N+](=O)[O-])cc2)sc2n1CCCN=2,i,i
COc1ccc(CCNC(=O)CSCc2ccc([N+](=O)[O-])cc2)cc1,i,i
CCC(C)Nc1nc(N)c([N+](=O)[O-])c(NC2CCCCC2)n1 (configuration not stated),i,i
O=C(NNC(=O)c1ccc([N+](=O)[O-])cc1C(=O)O)c1ccncc1,i,i

# Other structures follow:
SMILES,CHT block,CHT PAM
Cc1noc(C)c1C(=O)OCC(=O)NCCC1=CCCCC1,i,i
Cc1ccccc1Cn1cc(NC(=O)c2noc3c2CC(C(C)(C)C)CC3)cn1 (configuration not stated),i,i
CS(=O)(=O)NN1C(=O)c2ccccc2NC1c1cccs1 (configuration not stated),i,i
Cc1ccc(NC(=O)CC2Oc3ccc(C)cc3NC2=O)c(C)c1 (configuration not stated),i,i
O=C(CN1CCN(S(=O)(=O)c2ccc(F)cc2)CC1)Nc1ccc2c(c1)OCCO2,i,i
O=S(=O)(NC(=NCc1ccccc1)c1ccccc1F)c1ccccc1,i,i
O=C(Cc1ccc(Cl)cc1)Nc1ccc2c(c1)C(=O)NC2=O,i,i
O=C(CCS(=O)(=O)Cc1ccc(Cl)cc1)NCCc1ccccc1,i,i
O=C(CSc1nc(O)cc(=O)n1-c1ccc(Cl)c(Cl)c1)Nc1ccc(Cl)cc1Cl,i,i
C/C(=N\Nc1nc2c(s1)CCCC2)c1ccc(Cl)cc1,i,i
CC1(C)CC(NS(=O)(=O)c2ccc(C(C)(C)C)cc2)CC(C)(C)N1,i,i
c1ccc(CCN(Cc2ccccc2)Cc2nc(C3CC3)no2)cc1,i,i
CSc1nc(-c2ccc(F)cc2)cc(=O)[nH]1,i,i
COc1ccc(NC(=O)C2CC(c3ccc(OC)c(OC)c3)=NO2)cc1OC (configuration not stated),i,i
CCCn1c2ccc(C)cc2c2nnc(SCCN3CCOCC3)nc21,i,i
COc1cccc(NC(=O)c2ccccc2-c2ccccc2)c1,i,i
CCOc1ccc(-n2c(C)cc(/C=C3/C(=N)N4C(=NC3=O)SN=C4S(C)(=O)=O)c2C)cc1,i,i
COc1cccc(C2C(C#N)=C(N)OC(C(C)(C)C)=C2C#N)c1 (configuration not stated),i,i
CC(=O)Nc1cccc(C(=O)OCC(=O)Nc2ccc(Cl)cn2)c1,i,i
Cc1ccccc1Nc1nc(Nc2ccccc2C)nc(SC2=NCCS2)n1,i,i
CCN(CC)CC#CC(C)OCOCC#CCOC (configuration not stated),i,i
CCOc1ccc(Nc2nc(N)nc(CN3CCN(c4ccccc4F)CC3)n2)cc1,i,i
N#CCCN(C(=O)CSc1nc2nc(-c3cccs3)cc(C(F)(F)F)c2c(=O)[nH]1)c1ccccc1,i,i
O=[N+]([O-])c1ccc(-n2nncc2-c2ccc(Cl)cc2)cc1,i,i
O=C(Nc1ccc(Cc2ccncc2)cc1)c1cccs1,i,i
Cc1cccc(NC(=O)CSc2nc3ccc(N4C(=O)c5ccccc5C4=O)cc3s2)c1C,i,i
Cc1cccc(-n2ccc(=O)c(C(=O)Nc3ccc(S(=O)(=O)Nc4nccc(C)n4)cc3)n2)c1,i,i
CCN(CC)Cc1c(O)c(Cl)cc2c3c(c(=O)oc12)CCCC3,i,i
Cc1ncsc1C(=O)N1CCCC(C(=O)c2ccc3ccccc3c2)C1 (configuration not stated),i,i
CCn1c(SCC(=O)N2CCCC2)nc2ccccc21,i,i
Cn1c(=O)n(-c2cccc(Cl)c2)c(=O)n1C,i,i
COCC1CCCCN1Cc1cn[nH]c1-c1ccc(OC)cc1OC (configuration not stated),i,i
COc1cc(C(=O)n2nc(C)cc2C)cc(OC)c1OC,i,i
C/C(=N\NC(=O)C1CC1)c1ccc(C(C)(C)C)cc1,i,i
Cc1ccc(-c2c(C(=O)N3CCOCC3)oc(=O)c3ccccc23)cc1,i,i
Clc1ccc(COc2ccccc2CNCc2cccnc2)cc1,i,i
c1cnc2ncc3sccc3c2c1,i,i
COc1c(N2CCN[C@H](C)C2)c(F)cc2c(=O)c(C(=O)O)cn(C3CC3)c12,i,6.3*
O=C(CN1C(=O)c2ccccc2S1(=O)=O)NCc1ccc(F)cc1,i,i
CC(C)CCn1c(CN2CCN(C(=O)c3ccco3)CC2)nc2c1c(=O)n(C)c(=O)n2C,i,i
CCOC(=O)/C=C/C(=O)Nc1ccc(Oc2ccccc2)cc1,i,i
O=c1onc(-c2cccnc2)n1-c1ccccc1F,i,i
CC(C)(C)OC(=O)NCCCCCC(=O)N/N=C/c1coc2ccccc2c1=O,i,i
O=C(NCC1CCCCC1)C1(CC2CC(c3cccc(Br)c3)=NO2)CCNCC1 (configuration not stated),i,i

# Fetched by structure from the entries so far, two records:
SMILES,CHT block,CHT PAM
O=C(CN1C(=O)c2ccccc2S1(=O)=O)NCc1ccc(F)cc1,i,i
O=c1onc(-c2cccnc2)n1-c1ccccc1F,i,i

# High-throughput results: PubChem BioAssay, Johns Hopkins Ion Channel Center
